S100A4 inh HTS = S100A4-myosin IIA interaction inhibition. P26447. S100A4/TAMRA-MyoIIA peptide fluorescence polarization. inhibition, % at 10.7 µM. hit rate 0.14% among 360,000. AID 652163;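 active means mean inhibition of at least 70% across replicates, with every replicate also reaching that level; inconclusive means mean inhibition reaches 70% but some replicates fall short; inactive means mean inhibition below 70%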
Target sequence (P26447 whole entry, looked up): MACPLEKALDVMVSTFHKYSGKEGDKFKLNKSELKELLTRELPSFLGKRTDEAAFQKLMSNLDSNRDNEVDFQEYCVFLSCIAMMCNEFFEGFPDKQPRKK
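Test system – S100A4 monomer (human) · Compound – single-point compound testing · Schedule – 5 min incubation before reading · Probe or stimulus – TAMRA-labelled myosin IIA heavy-chain peptide probe, 5 nM · Benchmarks – neutral control DMSO, positive control TFP · Medium – Calcium-containing HEPES buffer, pH 7.2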
SIRT5 inh = inhibitors of human sirtuin-5 desuccinylase. Q9NXA8. hit rate 1.1% among 330,000. AID 652115. inhibition, % at 15 µM. Purified SirT5, succinyl-peptide AMC, trypsin-coupled fluorescence; in the data active means inhibition above about 15%; inconclusive means no clear call, values can overlap the other calls
Target sequence (Q9NXA8 whole entry, looked up): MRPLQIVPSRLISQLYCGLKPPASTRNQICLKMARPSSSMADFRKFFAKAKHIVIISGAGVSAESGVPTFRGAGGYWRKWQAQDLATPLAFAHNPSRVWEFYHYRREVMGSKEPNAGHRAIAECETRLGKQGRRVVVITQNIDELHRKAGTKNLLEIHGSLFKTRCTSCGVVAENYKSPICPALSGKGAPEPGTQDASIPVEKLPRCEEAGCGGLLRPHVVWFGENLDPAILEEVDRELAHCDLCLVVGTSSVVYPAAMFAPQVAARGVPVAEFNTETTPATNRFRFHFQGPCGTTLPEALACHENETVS
ERp5 block = blocks human ERp5 reductase activity on insulin; Q15084; ERp5 insulin aggregation, absorbance 650 nm, 90 min; inhibition, % at 9.99 µM; hit rate 0.05% among 350,000;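 active means mean replicate inhibition above about 25%, with every replicate also reaching it, limit read from the data, passing the limit was not always enough; inconclusive means only one of those two criteria met; inactive means neither criterion met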
Target sequence (Q15084 whole entry, looked up): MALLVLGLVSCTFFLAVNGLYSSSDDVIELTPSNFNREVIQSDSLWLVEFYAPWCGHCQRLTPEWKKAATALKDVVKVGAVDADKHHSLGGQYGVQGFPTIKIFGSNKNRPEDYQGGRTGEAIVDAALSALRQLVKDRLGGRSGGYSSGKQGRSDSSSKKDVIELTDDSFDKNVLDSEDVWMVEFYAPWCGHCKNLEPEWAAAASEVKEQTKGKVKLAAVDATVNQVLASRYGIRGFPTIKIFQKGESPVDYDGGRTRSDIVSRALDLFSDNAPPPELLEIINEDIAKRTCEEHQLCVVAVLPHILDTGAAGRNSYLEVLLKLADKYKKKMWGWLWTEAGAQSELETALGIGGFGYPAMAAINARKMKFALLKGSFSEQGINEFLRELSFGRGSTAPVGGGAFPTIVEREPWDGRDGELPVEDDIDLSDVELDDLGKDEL
C2C12 statin = suppression of simvastatin myotoxicity; C2C12 myotubes + simvastatin, ATP luminescence, 48 h; scaled: DMSO 0, geranylgeraniol control 100; rescue of ATP level, % at 7.49 µM; hit rate 0.78% among 330,000;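 active means mean ATP rescue above about 67%, or every replicate alone reaching that limit, limit read from the data, passing the limit was not always enough; inconclusive means no clear call, values can overlap the other calls; inactive means mean under the limit and some replicate under it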;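 further: myotubes were challenged with 10 µM simvastatin during compound exposure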
E-sel inducer = E-selectin induction on HUVECs | P16581 | HUVEC E-selectin immunofluorescence imaging; normalized: neutral wells 0, TNF-alpha wells 100 | activation, % at 7.58 µM | hit rate 0.37% among 260,000 | AID 686992;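 active means mean E-selectin-positive cell signal at least 10% of the positive control, reached in at least 60% of replicates, without over 20% cell loss; inconclusive means no rule given, readout overlaps actives, possibly toxicity-flagged; inactive means the rest, including those meeting only one limit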;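 further: in these data hits start at about 27%; measured in HUVEC primary endothelial cells; signal is the percent of cells scored E-selectin positive by PE staining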
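Test system: HUVEC | Signal: Immunofluorescence imaging | Read-out: Percent E-selectin-positive cells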
DENV2 CPE = inhibitors of DENV2 cytopathic effect; CPE inhibition, % at 9.99 µM; hit rate 1.7% among 350,000; AID 651640; DENV2-infected cells, cytopathic effect rescue, plate reader; in the data active means CPE inhibition above about 20%, passing the limit was not always enough; inconclusive means no clear call, values can overlap the other calls; tested in BHK-21 cells;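 further: 0% = median of neutral control wells and 100% = median of positive control wells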
PglD DTNB = PglD (C. jejuni) enzyme inhibition. purified PglD enzyme, DTNB colorimetric CoA detection. AID 602405. inhibition, % at 12.5 µM. hit rate 0.098% among 360,000; in the data active means inhibition above about 16%, passing the limit was not always enough; inconclusive means no clear call, values can overlap the other calls; further: strong numbers were not always called active
Numbers without * were called inactive; & = joins results of further samples. These rows are one share of the data; count on the stated rates, not on these rows.

For N=c1ccccn1Cc1ccccc1 the results were S100A4 inh HTS 4, SIRT5 inh -9, ERp5 block -4, C2C12 statin 8, E-sel inducer 4.5 and DENV2 CPE -2.
Screening CNP1(NC)=NC(C(F)(F)F)=NC(C(F)(F)F)=N1 returned S100A4 inh HTS -6, SIRT5 inh 2 and ERp5 block -11.
For CCOC(=O)C1CCCN(c2ccc([N+](=O)[O-])c3nonc23)C1 (stereo not given) the results were S100A4 inh HTS 170*, SIRT5 inh -1, ERp5 block 4, E-sel inducer -1.3 and DENV2 CPE -5.
`COP(=O)(NS(=O)(=O)c1ccccc1)OC` gave S100A4 inh HTS 2, SIRT5 inh -8, ERp5 block -6, E-sel inducer -1.3 and DENV2 CPE -3.
For CN(C)C(=O)Oc1ccc(Br)cc1C(=O)Nc1ccc(F)c(Cl)c1 the results were S100A4 inh HTS 0, SIRT5 inh -3, ERp5 block -15, C2C12 statin -2, E-sel inducer 0.0, DENV2 CPE -7 and PglD DTNB 0.
Screening O=C(N/N=C/c1c(O)n(C2CC2)c(=S)[nH]c1=O)c1ccccc1 returned S100A4 inh HTS 32, SIRT5 inh 4, ERp5 block -2, C2C12 statin 3, E-sel inducer 0.3, DENV2 CPE -2 and PglD DTNB -3.
Screening Cc1ccc(/C=C2\C(=O)NC(=S)N(c3cccc(F)c3)C2=O)o1 returned S100A4 inh HTS -23, SIRT5 inh 12, ERp5 block 1, C2C12 statin 23, E-sel inducer 0.2, DENV2 CPE 7 and PglD DTNB -3.
`Cc1ccc(N)cc1N` gave S100A4 inh HTS -2, ERp5 block 2, C2C12 statin 8, DENV2 CPE 66* and PglD DTNB -1.
CSCCC(c1nnnn1Cc1ccccc1)N1CCC(n2c(=O)[nH]c3ccccc32)CC1 (stereo not given) was read as S100A4 inh HTS 2, SIRT5 inh -1, ERp5 block 3, C2C12 statin 1, E-sel inducer 0.0, DENV2 CPE 15 and PglD DTNB 2.
For CCCOC(=O)Nc1ccc([As](=O)(O)O)cc1NC(=O)OCCC the results were S100A4 inh HTS -1, SIRT5 inh -2, ERp5 block 0, C2C12 statin 1, E-sel inducer 0.1, DENV2 CPE -8 and PglD DTNB -1.
CN(C)C(=O)Oc1ccc(OCc2cccc[n+]2C)cc1 was read as S100A4 inh HTS -2, SIRT5 inh -4, ERp5 block 2, E-sel inducer -0.8 and DENV2 CPE inconclusive.
`CCCCn1c(O)c(C(C)=NCc2ccc3c(c2)OCO3)c(=O)[nH]c1=O` gave S100A4 inh HTS -5, SIRT5 inh 2, ERp5 block -2 and DENV2 CPE 3.
Screening O=C(NCc1ccccc1)c1cccn(Cc2ccccc2)c1=O returned S100A4 inh HTS 1, SIRT5 inh 6, ERp5 block -1, C2C12 statin 11, E-sel inducer 0.2, DENV2 CPE 0 and PglD DTNB -3.
For Fc1ccc(CN2CCN(c3ccc(Cl)cc3)CC2)cc1 the results were S100A4 inh HTS -6, SIRT5 inh 0, ERp5 block 3 and DENV2 CPE 1.
O=C(O)CCn1cc(C=C2C(=O)NC(=S)NC2=O)c(-c2cccc(Br)c2)n1 was read as S100A4 inh HTS 21, SIRT5 inh 0, ERp5 block 8, E-sel inducer 4.5 and DENV2 CPE -4.
`Cc1ccc(-n2c(O)c(/C=N/N3CCOCC3)c(=O)[nH]c2=S)cc1` gave S100A4 inh HTS -61, SIRT5 inh -1, ERp5 block -10, E-sel inducer 1.3 and DENV2 CPE -10.
Screening COc1ccc(/C=C2/C(=O)N(Cc3ccco3)C(=O)N(C(C)C)C2=O)cc1 returned S100A4 inh HTS -34, SIRT5 inh 25*, ERp5 block -1 and DENV2 CPE 4.
Screening O=C(O)C1C2CC3CC(C2)CC1(n1ncc(N2CCC4(CC2)OCCO4)c(Cl)c1=O)C3 (stereo not given) returned S100A4 inh HTS -1, SIRT5 inh 1, ERp5 block -5, C2C12 statin 11 and DENV2 CPE 0.
`N#Cc1cccc(-c2ccc([C@H]3[C@@H](CO)N4CCCCN(C(=O)Cc5ccccc5)C[C@@H]34)cc2)c1` gave S100A4 inh HTS -21, SIRT5 inh 0, ERp5 block 6, E-sel inducer -0.2, DENV2 CPE 7 and PglD DTNB -1.
O=C(NCNC(=O)NC1C(=O)NC(=O)N1CO)NC1C(=O)NC(=O)N1CO (stereo not given) was read as S100A4 inh HTS 2, SIRT5 inh -3, ERp5 block 0, C2C12 statin 6, E-sel inducer 1.3, DENV2 CPE 0 and PglD DTNB 0.
Screening Oc1ccc(C2NCc3ccccc3-n3cccc32)cc1Cl (stereo not given) returned S100A4 inh HTS 2, SIRT5 inh 4, ERp5 block -5, C2C12 statin -3&-3, E-sel inducer 0.1, DENV2 CPE 5 and PglD DTNB -2.
For CC(C(=O)c1ccc(Cl)cc1Cl)n1cncn1 (stereo not given) the results were S100A4 inh HTS 3, SIRT5 inh 0, ERp5 block 2, C2C12 statin -4, DENV2 CPE -7 and PglD DTNB 1.
For CCCCn1c(C)c(C(=O)OCC)c2c(CN3CCCC3)c(O)ccc21 the results were S100A4 inh HTS -4, SIRT5 inh -11, ERp5 block 4, C2C12 statin -27, E-sel inducer -0.1, DENV2 CPE 4 and PglD DTNB -4.
`Cc1c(C=C2C(=O)N(C)C(=S)N(C)C2=O)c2ccccc2n1CC(=O)NCC1CCCO1` (stereo not given) gave S100A4 inh HTS -80, SIRT5 inh -3, ERp5 block -5, C2C12 statin 9, E-sel inducer 1.0, DENV2 CPE -3 and PglD DTNB 1.
Screening COC(=O)CC(NC(=S)N1CC2C[C@@H](C1)Cn1c2cccc1=O)C(=O)OC (stereo not given in full) returned S100A4 inh HTS 0, SIRT5 inh 0, ERp5 block 0, E-sel inducer 0.1 and DENV2 CPE -6.
Screening COc1ccc(N=Cc2c(O)n(Cc3cccs3)c(=O)[nH]c2=O)cc1 returned S100A4 inh HTS -6, SIRT5 inh -3, ERp5 block -9 and DENV2 CPE -2.
For N/C(=N\[N+](=O)[O-])N1CCN(C(=O)c2ccccn2)CC1 the results were S100A4 inh HTS 3, SIRT5 inh -2, ERp5 block 3, C2C12 statin 6, DENV2 CPE -1 and PglD DTNB 5.
CCCn1cc(C(=O)O)cn1 was read as S100A4 inh HTS -2, SIRT5 inh -3, ERp5 block -2, C2C12 statin -14 and DENV2 CPE -2.
CN1C(=O)C(C)(C2=CCCCC2)C(=O)NC1=S (stereo not given) was read as S100A4 inh HTS -1, SIRT5 inh 0, ERp5 block 7, E-sel inducer -0.2 and DENV2 CPE 19.
`c1coc(CN2Cc3ccccc3-n3nncc3C2)c1` gave S100A4 inh HTS -1, SIRT5 inh -3, ERp5 block 3, C2C12 statin -1, E-sel inducer 3.9, DENV2 CPE 8 and PglD DTNB -1.
For O=[N+]([O-])c1ccc(N2CCOCC2)c2ccncc12 the results were S100A4 inh HTS -2, SIRT5 inh 0, ERp5 block -3, E-sel inducer 8.4 and DENV2 CPE -2.
COc1ccc(OC)c(N=Cc2c(O)[nH]c(=O)[nH]c2=O)c1 was read as S100A4 inh HTS -5, SIRT5 inh 0, ERp5 block 1, C2C12 statin 2, E-sel inducer 0.0, DENV2 CPE 1 and PglD DTNB 3.
O=C(N=Nc1c(O)[nH]c(=O)[nH]c1=O)C1COc2cc3ccccc3cc2O1 (stereo not given) was read as S100A4 inh HTS -24, SIRT5 inh -3, ERp5 block -3 and DENV2 CPE 0.
`COC(/C(C)=C/C=C/C(C)=C/c1coc(C)n1)C(C)C1CC(O)C2(C)OC2C=CC(C)C2CC(CC(=O)O2)CC2OC2C(=O)O1` (stereo not given) gave S100A4 inh HTS -7, SIRT5 inh 2, ERp5 block -4 and DENV2 CPE 2.
For CC(NC(C)(C)C)C(=O)c1cccc(Cl)c1 (stereo not given) the results were S100A4 inh HTS 13&-1, SIRT5 inh -2, ERp5 block -1&2, C2C12 statin 0, E-sel inducer -0.1, DENV2 CPE inconclusive and PglD DTNB 0.
`COC(=O)C1=C(c2ccc(OCc3ccccc3)cc2)C[C@@H]2CC[C@H]1N2C(=O)NCCCCc1ccccc1` gave S100A4 inh HTS 7, SIRT5 inh -3, ERp5 block -3, C2C12 statin -3, DENV2 CPE -6 and PglD DTNB -3.
Screening CSc1nnc(OC(=O)N(C)C)n1-c1ccc(Cl)cc1 returned S100A4 inh HTS 4, SIRT5 inh 1, ERp5 block 1, C2C12 statin 12, E-sel inducer 0.0 and DENV2 CPE 3.
For COC(=O)[C@@H]1[C@@H](CO)[C@@H]2Cn3c(ccc(-c4cccc(C(=O)N(C)C)c4)c3=O)[C@H]1N2C(=O)NC(C)C the results were S100A4 inh HTS -21, SIRT5 inh -25, ERp5 block 7, C2C12 statin -10, E-sel inducer -0.2, DENV2 CPE 8 and PglD DTNB -3.
C[N+]1(C)C2CC(OC(=O)C(CO)c3ccccc3)CC1C1OC12 (stereo not given) was read as S100A4 inh HTS -2, SIRT5 inh 6, ERp5 block 4, C2C12 statin 11, E-sel inducer 0.4, DENV2 CPE 7 and PglD DTNB 0.
Screening N#Cc1ccc(-c2ccc([C@H]3[C@@H](CO)N4CCCCN(C(=O)Cc5ccccc5)C[C@@H]34)cc2)cc1 returned S100A4 inh HTS 1, SIRT5 inh 0, ERp5 block -1, C2C12 statin 19, E-sel inducer -0.8, DENV2 CPE -12 and PglD DTNB 2.
`Cc1c(NC(=O)C(C)OC(=O)Cc2ccccc2)c(=O)n(-c2ccccc2)n1C` (stereo not given) gave S100A4 inh HTS -5, SIRT5 inh -4, ERp5 block 4, C2C12 statin 39, DENV2 CPE inconclusive and PglD DTNB 7.
Screening CCOC(=O)c1ccccc1N returned S100A4 inh HTS -4, SIRT5 inh -3, ERp5 block -1, C2C12 statin -1, DENV2 CPE 3 and PglD DTNB 0.
`COC(=O)C1=C(c2cccc(OC)c2OC)C[C@@H]2CC[C@H]1N2C(=O)NC1CCCCC1` gave S100A4 inh HTS 13, ERp5 block -2, C2C12 statin 4, E-sel inducer 0.3, DENV2 CPE -6 and PglD DTNB -1.
For COC(=O)[C@@]1(C#N)[C@@H]2C=CC(C(C)=O)=CN2[C@@H](C(N)=O)[C@@H]1c1ccc(F)cc1 the results were S100A4 inh HTS -2, SIRT5 inh 3, ERp5 block 1, E-sel inducer 0.2 and DENV2 CPE -1.
`COc1ccccc1N1CCN(Cc2cc(C)c(C)cc2O)CC1` gave S100A4 inh HTS -1, SIRT5 inh -4, ERp5 block 10 and PglD DTNB 2.
Screening c1ccc(-n2ccnc2)cc1 returned S100A4 inh HTS -2, SIRT5 inh 0, ERp5 block 1, C2C12 statin -5, E-sel inducer 0.0, DENV2 CPE inconclusive and PglD DTNB 0.
Screening COC(=O)C1=C(c2ccccc2)C[C@@H]2CC[C@H]1N2C(=O)N1CCCC1 returned S100A4 inh HTS 3, SIRT5 inh 1, ERp5 block -3, C2C12 statin -14, E-sel inducer -0.1, DENV2 CPE 2 and PglD DTNB 6.
Screening CCNCCNc1ccc([N+](=O)[O-])c2cccnc12 returned S100A4 inh HTS 6, SIRT5 inh 10, ERp5 block 9, E-sel inducer 0.7, DENV2 CPE 7 and PglD DTNB 2.

Entries above that have a nitro group on carbon (three):
For CCOC(=O)C1CCCN(c2ccc([N+](=O)[O-])c3nonc23)C1 (stereo not given) the results were S100A4 inh HTS 170*, SIRT5 inh -1, ERp5 block 4, E-sel inducer -1.3 and DENV2 CPE -5.
For O=[N+]([O-])c1ccc(N2CCOCC2)c2ccncc12 the results were S100A4 inh HTS -2, SIRT5 inh 0, ERp5 block -3, E-sel inducer 8.4 and DENV2 CPE -2.
Screening CCNCCNc1ccc([N+](=O)[O-])c2cccnc12 returned S100A4 inh HTS 6, SIRT5 inh 10, ERp5 block 9, E-sel inducer 0.7, DENV2 CPE 7 and PglD DTNB 2.
